Furin inhibitor: inhibitors of human furin; AID 463115; inhibition, % at 30 µM; P09958; purified furin, fluorogenic substrate cleavage; 220,000 tested, 0.061% active; in the data active means inhibition above about 25%; further: inactives centre near -15
Rad51 HR inh: blocks human Rad51 in homologous recombination; Q06609; hRad51 DNA strand exchange, fluorescence dequenching; inhibition, % at 10 µM; 200,000 tested, 0.085% active; AID 1385;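 active means inhibition above 40% at the single screening dose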;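 further: 0% = DMSO control wells and 100% = blanks with heterologous ssDNA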
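Test system – preformed human Rad51 ssDNA filaments · Reagent – Donor/quencher-labelled 47-bp dsDNA substrate · Incubation – 37 °C 15-min filament assembly, 30-min compound preincubation, 15-min exchange · Signal – FRET fluorescence dequenching, excitation 485 nm, emission 520 nm · Read-out – percent inhibition from fluorescence, normalised to plate control and blank means · Benchmarks – plate control and blank wells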
PERK inhibitor: human PERK inhibition, primary cell-based screen; 220,000 tested, 0.17% active; Q9NZJ5; inhibition, % at 5.6 µM; CHO PERK-DD fusion, SEAP luminescence translation reporter;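 active means inhibition above the mean inhibition of all tested compounds plus 3 SD, set separately per screening campaign, cut at about 2.9% in these data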;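 further: PERK kinase domain activated by AP20187 dimerizer at 100 nM; 0% = DMSO with dimerizer and 100% = rapamycin at 8.4 µM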
thrombin 1536: inhibitors of human thrombin; alpha-thrombin, Boc-VPR-AMC fluorogenic substrate cleavage; inhibition, % at 5 µM; 220,000 tested, 0.26% active; AID 1046;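 active means inhibition at or above 40%; inactive means inhibition below 40%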;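 further: 0% = enzyme with no compound and 100% = wells without enzyme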
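signal = AMC fluorescence, 355/460 nm | material = human alpha-thrombin enzyme | control set = enzyme without compound as high, wells lacking enzyme as low | times = reaction at room temperature | read-out basis = percent inhibition scaled between no-compound controls and no-enzyme blanks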
m-calpain inh: blocks pig calpain II enzyme activity | 220,000 tested, 0.37% active | purified calpain II, fluorogenic peptide substrate, 30 min | inhibition, % at 16 µM;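 active means inhibition above about 50%, limit read from the data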
hK5 inh: inhibitors of human kallikrein 5; AID 873; 210,000 tested, 0.59% active; recombinant hK5, fluorogenic AMC substrate cleavage; inhibition, % at 5 µM;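 active means inhibition of 40% or more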;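 further: 0% = enzyme controls without compound and 100% = no-enzyme blanks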
Target sequence (Q9Y337 67-293 limits assumed): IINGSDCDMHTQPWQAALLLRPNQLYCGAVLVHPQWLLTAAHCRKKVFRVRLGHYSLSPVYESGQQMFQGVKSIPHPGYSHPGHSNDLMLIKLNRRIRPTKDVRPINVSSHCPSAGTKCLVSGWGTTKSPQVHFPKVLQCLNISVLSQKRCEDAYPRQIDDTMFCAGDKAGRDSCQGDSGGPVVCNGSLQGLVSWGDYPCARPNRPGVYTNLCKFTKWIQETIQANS
FXIa inh 1536: factor XIa (human) inhibition; P03951; purified FXIa, Boc-Glu-Ala-Arg-AMC fluorogenic substrate; inhibition, % at 5 µM; 220,000 tested, 0.14% active; AID 798;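 active means inhibition of at least 40%; inactive means inhibition below 40%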;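 further: fluorescence of freed AMC excited at 355 nm; 0% = enzyme without compound and 100% = no enzyme blank; many of its hits are not listed in these tables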
Target sequence (P03951 19-387 limits assumed): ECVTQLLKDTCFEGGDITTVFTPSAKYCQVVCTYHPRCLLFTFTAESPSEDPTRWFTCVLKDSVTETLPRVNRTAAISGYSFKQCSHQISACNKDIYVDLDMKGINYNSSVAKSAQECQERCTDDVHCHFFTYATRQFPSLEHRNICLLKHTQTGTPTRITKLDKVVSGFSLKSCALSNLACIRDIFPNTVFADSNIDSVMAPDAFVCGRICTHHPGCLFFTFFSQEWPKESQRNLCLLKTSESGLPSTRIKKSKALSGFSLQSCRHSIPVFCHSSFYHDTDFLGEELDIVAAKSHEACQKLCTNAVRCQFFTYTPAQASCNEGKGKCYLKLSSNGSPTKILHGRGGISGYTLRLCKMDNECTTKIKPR
Target sequence (P03951 388-625 limits assumed): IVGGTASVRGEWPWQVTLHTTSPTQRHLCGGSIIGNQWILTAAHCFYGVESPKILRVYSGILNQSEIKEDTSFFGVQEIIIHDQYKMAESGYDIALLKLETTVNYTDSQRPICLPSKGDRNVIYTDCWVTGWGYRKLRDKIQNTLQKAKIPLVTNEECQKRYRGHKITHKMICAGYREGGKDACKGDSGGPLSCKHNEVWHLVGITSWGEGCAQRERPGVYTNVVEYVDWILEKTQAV
KCC2 mod: modulates chloride dependent transport by human KCC2; Q9H2X9; B-score of Tl+ flux slope (higher = more flux/activation; lower = inhibition) at 10 µM; AID 1456; 190,000 tested, 2.2% active; KCC2 cells, thallium flux FluoZin-2 fluorescence;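 active means thallium flux slope and its plate-corrected score both differing from the plate sample mean at a set confidence after two filtering rounds, in either direction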;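 further: slope of fluorescence scaled to starting intensity during 10 to 20 s after thallium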
FXIIa inh 1536: blocks human coagulation factor XIIa protease activity | P00748 | purified FXIIa, Boc-QGR-AMC fluorogenic substrate, 2 h | inhibition, % at 5 µM | 220,000 tested, 0.3% active | AID 800; in the data active means inhibition above about 40%;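 further: 0% = enzyme with no compound and 100% = blank without enzyme; many of its hits are not listed in these tables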
* = called active by the depositor; . = no result given; [ ] = dose if it differs, or a comment. These rows are one share of the data. The share of hits here may be higher or lower than overall.

SMILES	Furin inhibitor	Rad51 HR inh	PERK inhibitor	thrombin 1536	m-calpain inh	hK5 inh	FXIa inh 1536	KCC2 mod	FXIIa inh 1536
CCCCNS(=O)(=O)c1ccc(OC)c(Cl)c1Cl	-11.5[20 µM]	6.9	-0.1	0.0	29.8	4.1	-0.2	0.155	12.4
O=C(COC(=O)c1cc(=O)[nH]c2ccccc12)Nc1nccs1	-24.7	4.1	1.5	-1.3	-21.8	0.2	-3.3	0.425	6.5
COc1ccc(N2C(=O)/C(=C/c3cccnc3)NC2=S)cc1	-11.2	-6.6	0.4	-2.5	31.9	-5.9	2.9	0.627	5.0
Cc1cc(C(=O)NCc2ccccc2)c(=O)[nH]c1C	-55.6	-0.9	1.0	-4.8	-323.0	-7.3	-6.5	.	0.7
CCOC(=O)Cc1csc(N)n1	-10.3[20 µM]	.	0.6	22.5	16.8	29.5	6.7	0.00897	29.7
CC1=CCC(C(=O)O)(C(=O)N/N=C/c2cccs2)C(c2ccc(F)cc2)C1 (stereo unspecified)	-22.5[20 µM]	-0.7	0.1	-4.7	-9.3	-15.9	-14.1	.	6.4
COc1ccc(-c2nn(-c3ccccc3)cc2/C=C2/SC(=S)N(Cc3ccco3)C2=O)c(C)c1	-0.6	-7.9	2.8	1.5	-30.4	8.6	4.0	0.655	16.2
CCOC(=O)C1(Cc2cccc(F)c2)CCN(C2CCOCC2)CC1	-8.1	16.1	0.0	-11.8	14.1	-0.4	3.3	-1.32	5.6
O=C(OCC(=O)N1CCN(C(=O)c2ccco2)CC1)c1ccccc1O	-16.5[20 µM]	-3.0	1.9	-1.2	-16.9	-6.9	-3.3	.	7.7
CC(C)NC(=O)c1ccc(C2SCC(=O)N2Cc2ccccc2)cc1 (stereo unspecified)	-15.1[20 µM]	-6.7	-1.0	2.6	-53.5	-5.3	6.6	-0.522	10.8
CC(=O)N(c1nc(CCl)cs1)c1c(C)cc(C)cc1C	2.9	-1.7	1.4	2.5	-5.1	-22.6	4.0	0.014	13.8
C=CCn1c(SCc2c(C)noc2C)nc2sc(C)c(C)c2c1=O	-20.1[20 µM]	-6.4	-3.0	-2.6	5.0	7.9	-1.6	.	-1.2
CC(C)c1ccc(-c2c(C#N)c(N)nc(SCC(=O)N3CCCCCC3)c2C#N)cc1	-12.0[20 µM]	-1.7	-0.1	41.1*	-111.6	-2.4	-5.5	0.357	5.0
Cc1cccc(NC(=O)CN2C(=O)N/C(=C/c3ccc(C)s3)C2=O)c1	-9.0	-88.8	0.2	-5.0	-8.5	-6.2	-2.8	0.133	8.4
C/C(Cl)=C\CNC(C)c1ccccc1 (stereo unspecified)	-20.9	9.9	0.6	-4.5	-8.5	2.3	-7.0	-1.26	-6.0
CC(NC(=O)CCc1nnc(CCCc2ccccc2)o1)c1ccccc1 (stereo unspecified)	-15.6	-2.9	1.6	-5.4	-22.9	0.5	3.9	-0.491	11.4
Cc1nc2cc3ccccc3cc2n1C	-26.6	15.4	0.4	-2.4	-17.4	-10.0	-1.6	0.00689	9.6
N/C(=N\OC(=O)Cc1cccs1)c1ccc([N+](=O)[O-])cc1	-10.1	-8.2	-0.4	-12.1	-5.9	-17.5	0.3	-0.0514	6.3
Cc1nnc(NC(=O)C2CCN(c3cnccn3)CC2)s1	-18.3	-1.2	0.9	0.8	-24.6	-10.2	-2.2	0.783	3.0
COC(=O)C1=C(N)OC2=C(C(=O)CCC2)C1c1cccs1 (stereo unspecified)	6.2[20 µM]	2.4	0.3	-10.5	26.3	-27.8	-3.1	0.642	0.3
CCCCCn1c(=NC(=O)c2ccco2)c(C(=O)OCC)cc2c(=O)n3ccccc3nc21	-44.0	.	-1.4	-2.5	-366.2	0.4	0.9	-0.44	9.6
CC(=O)Nc1ccc(/C=N/Nc2nc3ccccc3[nH]2)cc1	2.2	-1.3	0.1	-4.2	19.6	-3.9	-2.8	0.434	3.6
CCCn1c(C(C)NC(=O)c2ccccc2)nc2ccccc21 (stereo unspecified)	-15.6[20 µM]	-8.0	-1.6	-4.3	15.2	-2.4	-9.1	0.69	0.4
Cc1ccc2ccccc2c1Cn1c(-n2ccnc2)nc2c1c(=O)n(C)c(=O)n2C	-21.7[20 µM]	-3.7	-0.7	-1.2	23.0	-5.6	0.5	-0.772	13.0
Cc1ccc(S(=O)(=O)NC(C)C(c2cccs2)N2CCN(C)CC2)cc1 (stereo unspecified)	-19.2[20 µM]	4.5	0.3	19.6	19.7	6.2	10.2	0.0864	17.8

Brought forward from above: 2 compounds, followed by the next part.
SMILES	Furin inhibitor	Rad51 HR inh	PERK inhibitor	thrombin 1536	m-calpain inh	hK5 inh	FXIa inh 1536	KCC2 mod	FXIIa inh 1536
Cc1ccc2ccccc2c1Cn1c(-n2ccnc2)nc2c1c(=O)n(C)c(=O)n2C	-21.7[20 µM]	-3.7	-0.7	-1.2	23.0	-5.6	0.5	-0.772	13.0
Cc1ccc(S(=O)(=O)NC(C)C(c2cccs2)N2CCN(C)CC2)cc1 (stereo unspecified)	-19.2[20 µM]	4.5	0.3	19.6	19.7	6.2	10.2	0.0864	17.8
CCOC(=O)c1c(/N=C/N(C)C)sc(/C=N/Nc2ccccc2)c1-c1ccccc1	4.7	-28.7	0.4	-4.8	9.8	-17.2	18.8	0.00334	20.6
CCOC(=O)c1c(NC(=O)c2ccc(S(=O)(=O)N3CCOCC3)cc2)sc2c1CCN(C)C2	-6.4	-4.7	-2.1	0.7	-30.7	9.2	1.7	-1.12	15.2
CN(CCCOc1ccccc1Br)Cc1ccccc1	-15.7	6.4	-0.1	2.0	-0.4	-22.9	-3.0	0.0246	11.6
COc1cc(/C=N/Nc2ccc([N+](=O)[O-])cc2S(=O)(=O)N2CCOCC2)cc(OC)c1OC	-12.5	.	-0.4	-3.8	-20.3	-21.7	3.3	0.831	5.3
CCOc1ncccc1C(=O)OCc1ccc(Cl)cc1	-13.0	4.8	0.5	-5.0	8.4	-13.8	8.0	-0.389	16.7
Cn1c(NN)nc2sc3c(c2c1=O)CCC3	0.1[20 µM]	2.6	-0.8	0.4	-104.7	-4.2	6.3	0.224	13.3
O=C(CCSCCc1ccccn1)Nc1ccc(Cc2ccncc2)cc1	-13.7	6.8	0.1	-6.4	-2.9	2.3	2.1	-3.44*	11.5
O=C(NCCCCC(NC(=O)C1CCCCC1)C(=O)O)c1ccccc1 (stereo unspecified)	-7.2[20 µM]	0.6	0.0	3.5	-16.0	-13.8	4.8	0.0758	15.2
O=S(=O)(c1ccc2c(c1)CCCN2)N1CCCC2CCCCC21 (stereo unspecified)	-21.8	-3.1	-0.3	-7.9	45.3	-6.4	-0.1	-0.014	3.8
O=C(Nc1ccccc1)C1CCN(C(=O)c2ccccc2)CC1	-21.3[20 µM]	4.2	0.5	-2.1	-10.5	-13.4	3.0	-0.0109	19.2
COC(=O)CN1C(c2ccc(Cl)cc2)=Nc2ccc(Cl)cc2C1c1ccccc1 (stereo unspecified)	-10.3	2.5	-0.3	-13.3	20.5	-7.7	8.7	-1.85	11.7
COc1cccc(Cl)c1NC(=O)N1CCN(c2cc(C)nc3ccccc23)CC1	0.2	7.5	-2.8	-3.2	34.6	1.0	1.1	-0.125	3.3
C[C@@H]1NC(=O)c2cc([N+](=O)[O-])cc(I)c2OCC[C@@H](C(N)=O)NC(=O)[C@H](CCC(=O)O)NC1=O	-16.7	-4.8	-0.2	-4.2	-17.4	-7.9	-1.8	-0.603	8.1
CC(=O)NC(=S)NNC(=O)c1ccc(Br)cc1	-33.0	3.3	1.3	1.5	-11.3	-8.2	-3.6	5.47*	4.3
Cc1nn2c(=O)nc3sc4c(c3c2[nH]c1=O)CCCC4	-14.7[20 µM]	20.8	1.7	.	.	.	.	-0.809	.
Cn1c(NCC2CCCO2)nc2c1c(=O)n(Cc1ccccc1)c(=O)n2C (stereo unspecified)	-18.6	-4.8	-0.6	-2.0	20.9	-18.6	5.8	.	12.3
NC(=O)COC(=O)C12CC3CC(CC(O)(C3)C1)C2	-10.0	-7.4	-0.2	14.7	3.9	28.8	23.2	0.129	21.4
O=C(C1CCC1)N1CCc2cc(S(=O)(=O)NCc3ccco3)ccc21	-17.2[20 µM]	0.3	-0.2	3.0	15.7	-20.7	3.0	0.812	9.7
COc1ccc(C2/C=C\CN(C(=O)CC(C)(C)C)CC(=O)N2Cc2ccc(F)cc2)cc1 (stereo unspecified)	-10.5	6.0	.	-3.9	-5.8	-1.2	-2.6	-2.38	3.7
O=C(CN1CCN(S(=O)(=O)c2ccc(F)cc2)CC1)c1ccc(O)c(O)c1	-15.3	.	1.5	0.1	5.3	.	3.2	0.223	14.6
O=C(COC(=O)/C=C/C(=O)N1CCN(c2ccccc2)CC1)NC(c1ccccc1)c1ccccc1	-17.2	-2.5	-0.2	-3.7	-22.9	-6.0	0.2	0.411	-5.5
CCC(C(=O)Nc1ccccc1C(=O)N1CCOCC1)N1C(=O)c2ccccc2C1=O (stereo unspecified)	-22.0[20 µM]	-4.5	-0.7	0.3	10.3	-6.7	3.5	.	9.4
CC1CCCCC12NC(=O)N(CC(=O)Nc1ccccc1N1CCOCC1)C2=O (stereo unspecified)	-6.8	-29.9	0.0	-16.0	-12.9	-8.1	-3.1	0.108	5.8
CCOC(=O)c1c(NC(=S)NCc2ccccc2)sc2c1CCN(C(=O)OCC)C2	-7.8	-17.4	0.4	9.2	24.2	22.4	7.0	4.74*	12.7
C/C=C/c1ccc(OCCCCNCc2ccco2)c(OC)c1	-22.4	11.2	-0.5	9.1	24.4	3.6	0.7	1.27	5.0

The results go on:
SMILES	Furin inhibitor	Rad51 HR inh	PERK inhibitor	thrombin 1536	m-calpain inh	hK5 inh	FXIa inh 1536	KCC2 mod	FXIIa inh 1536
COc1ccc(CCN(C(=O)COc2ccccc2)c2nc(-c3ccccc3)cs2)cc1OC	1.5[20 µM]	.	-1.7	-3.6	11.4	-4.6	0.8	0.182	22.8
CCCc1nc2c(C)cc(-c3nc4ccccc4n3C)cc2n1Cc1ccc(-c2ccccc2C(=O)O)cc1	.	0.8	1.5	.	-23.8	.	.	-4.55*	.
Cn1nc(-c2ccc(OCC(=O)Nc3ccccc3)cc2)c2ccccc2c1=O	-30.1[20 µM]	-4.2	0.7	-10.8	-10.8	-16.7	-5.5	-0.0789	8.5
COC(=O)c1ccccc1S(=O)(=O)NC(=O)c1ccccc1	-12.4[20 µM]	-0.3	0.9	-2.4	-13.5	-20.9	-2.9	0.0847	5.8
O=C(COC(=O)c1cccnc1)Nc1ccccc1	-24.9[20 µM]	-2.3	-0.1	-1.1	-18.9	-9.8	1.7	-0.089	7.6
Cc1nn(C)c(C)c1C1C(C#N)=C(N)OC2=C1C(=O)CC(C)(C)C2 (stereo unspecified)	-1.9	21.9	0.0	16.9	22.4	32.4	9.6	0.522	26.2
N#CC(c1ccccc1)N(CCCCl)C(=O)c1ccccc1 (stereo unspecified)	-10.7	.	-1.2	-7.3	-15.1	-24.0	7.4	-0.389	8.7
COCCCNc1nc2c(c(=O)[nH]c(=O)n2C)n1CC(O)COc1cccc(C)c1 (stereo unspecified)	-9.7	10.7	-0.6	-4.4	-7.8	-29.7	16.0	1.94	30.6
Cc1oc(-c2ccccc2Cl)nc1CN1CCCCC1CO (stereo unspecified)	-25.1	-6.6	0.5	-18.8	-7.5	-6.1	-5.4	0.528	1.2
